Screening results: PubChem BioAssay, several laboratories
Neddylation inh: cullin neddylation inhibition; AID 651699; calls only at 25 µM; 360,000 tested, 0.58% active; P61081+Q13564; TR-FRET cullin neddylation, biochemical; in the data active = inhibition above about 36%
eLon inh: inhibitors of E. coli Lon protease | 360,000 tested, 0.42% active | AID 602123 | purified E. coli Lon protease, fluorescence polarization | inhibition, % at 7.94 µM; in the data active = inhibition above about 13%, passing the limit was not always enough;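 note: 0% = enzyme with probe and DMSO and 100% = no enzyme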
MsrA act: activators of bovine methionine sulfoxide reductase A | purified bovine MsrA, absorbance read-out | 360,000 tested, 0.3% active | activation, % at 10.6 µM; in the data active = activation above about 7.5%;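 note: 0% = vehicle and 100% = reference activator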
Rin1-Abl PPI inh: human Rin1-Abl interaction inhibition. P00519+Q13671. TR-FRET Rin1/Abl binding, biochemical. inhibition, % at 7.35 µM. 360,000 tested, 0.4% active; in the data active = inhibition above about 5%, passing the limit was not always enough
MsrA inhibitor: inhibitors of bovine MsrA | purified bovine MsrA, absorbance read-out | 360,000 tested, 0.75% active | AID 651718 | inhibition, % at 15.5 µM; in the data active = inhibition above about 4.5%;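 note: 0% = vehicle wells with enzyme and 100% = reference inhibitor wells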
Tb MetRS inh: Trypanosoma brucei MetRS inhibition; inhibition, % at 11.9 µM; purified T. brucei MetRS, ATP depletion, Kinase-Glo luminescence; AID 624268; 360,000 tested, 0.4% active;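 active = inhibition above a per-plate cutoff of the control wells' mean inhibition plus 3 SD, cut at about 5.5% in these data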;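 note: 0% = DMSO wells median and 100% = median of wells with control inhibitor compound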
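technique = Kinase-Glo luminescence, ATP depletion format | system = purified MetRS (methionyl-tRNA synthetase) enzyme from Trypanosoma brucei | timing = 15 min preincubation, 2 h reaction, all 25 °C | evaluation = percent inhibition versus plate control medians | dosing = single dose, 11.9 µM final nominal, 0.9% final DMSO | also added = substrates ATP, L-methionine and bulk Escherichia coli tRNA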
FAS TE block: FAS thioesterase (human) inhibition | P49327 | recombinant FAS-TE, OMFH fluorogenic substrate, fluorescence endpoint | 360,000 tested, 0.67% active | AID 602261 | inhibition, % at 15 µM;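 active = compounds whose normalised, plate-corrected inhibition of enzyme fluorescence in the single-dose primary screen is 50% or more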;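 note: 0% = DMSO with enzyme and 100% = substrate without enzyme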
CSN deneddyl inh: CSN deneddylation inhibition | AID 651999 | 360,000 tested, 0.38% active | Purified CSN, SCF-Nedd8-OG deneddylation, fluorescence polarization | inhibition, % at 12.5 µM;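 active = pattern-corrected inhibition above about 35%, with an unprinted fluorescence ratio check between 0.5 and 1.5, limit read from the data, passing the limit was not always enough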;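 note: 0% = enzyme with substrate and 100% = substrate without enzyme; some results filed as inactive read as strong as hits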
Target sequence (Q92905 whole entry, looked up, one chain of several): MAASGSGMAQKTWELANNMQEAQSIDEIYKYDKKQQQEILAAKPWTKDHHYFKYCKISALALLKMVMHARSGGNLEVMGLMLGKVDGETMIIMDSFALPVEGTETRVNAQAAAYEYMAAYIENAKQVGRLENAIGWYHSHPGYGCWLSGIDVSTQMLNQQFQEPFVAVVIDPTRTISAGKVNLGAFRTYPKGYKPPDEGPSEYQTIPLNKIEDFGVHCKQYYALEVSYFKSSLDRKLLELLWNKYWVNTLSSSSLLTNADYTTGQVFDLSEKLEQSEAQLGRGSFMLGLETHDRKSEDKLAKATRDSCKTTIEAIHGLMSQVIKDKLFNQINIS
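test system = HEK293T-derived human Csn5 enzyme | amount = 0.24 nM Csn5 enzyme, final concentration | medium = Tris/NaCl/DTT buffer, pH 7.5 | schedule = 90 min reaction at room temperature | signal = FP | evaluation = inhibition of Csn5 cleavage, % | compound dosing = single dose of 12.5 µM compound with 0.25% DMSO | probe or stimulus = 10 nM SCFSkp2-Nedd8OG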
MLLE-PAM2 inh: blocks PAM2 peptide binding to the PABP1 MLLE domain; P11940; GST-MLLE / FITC-PAM2 fluorescence polarization; inhibition, % at 20 µM; 360,000 tested, 0.36% active; AID 588489; in the data active = inhibition above about 35%, passing the limit was not always enough;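 note: plate controls were DMSO wells with GST-MLLE for no effect and wells lacking GST-MLLE protein for full effect; some results filed as inactive read as strong as hits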
Target sequence (P11940 whole entry, looked up, the tested form may be a part): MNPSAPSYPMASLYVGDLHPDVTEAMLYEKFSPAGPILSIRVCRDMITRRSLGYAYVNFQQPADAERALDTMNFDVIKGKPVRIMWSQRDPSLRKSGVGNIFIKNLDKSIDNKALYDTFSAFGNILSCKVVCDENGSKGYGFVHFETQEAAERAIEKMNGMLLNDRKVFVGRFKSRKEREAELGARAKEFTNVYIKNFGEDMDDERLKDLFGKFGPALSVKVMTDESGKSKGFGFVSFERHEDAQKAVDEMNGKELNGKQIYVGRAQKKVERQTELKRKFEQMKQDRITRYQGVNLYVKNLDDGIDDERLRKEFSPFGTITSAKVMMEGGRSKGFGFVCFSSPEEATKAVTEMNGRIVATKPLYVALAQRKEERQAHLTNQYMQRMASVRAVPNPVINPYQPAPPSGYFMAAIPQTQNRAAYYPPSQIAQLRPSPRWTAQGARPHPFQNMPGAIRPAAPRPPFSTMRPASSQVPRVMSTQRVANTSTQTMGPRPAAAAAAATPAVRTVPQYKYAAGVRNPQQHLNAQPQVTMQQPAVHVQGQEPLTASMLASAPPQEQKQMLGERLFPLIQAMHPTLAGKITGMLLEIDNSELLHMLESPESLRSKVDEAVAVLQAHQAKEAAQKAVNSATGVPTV
* marks the source's active call; other numbers are inactive results. Not all compounds are listed, so the mix of outcomes need not match the whole.

`CCCN(CC#CCOc1ccc(OC)cc1)CCC` gave Neddylation inh inactive, eLon inh -7, MsrA act -5, Rin1-Abl PPI inh 0, MsrA inhibitor -0.3, Tb MetRS inh -0.2, FAS TE block -6, CSN deneddyl inh -3 and MLLE-PAM2 inh 3.
Screening CN(C)CCSCc1nnc2n1-c1ccc(Cl)cc1C(c1ccccc1Cl)=NC2 returned Neddylation inh inactive, eLon inh -5, MsrA act -1, Rin1-Abl PPI inh -1, MsrA inhibitor -0.6, Tb MetRS inh 0.2, FAS TE block -8, CSN deneddyl inh -4 and MLLE-PAM2 inh 4.
For O=C(C[N+]12CCC(CC1)C(C(O)(c1ccccc1)c1ccccc1)C2)c1ccc(Br)cc1 (configuration not stated) the results were Neddylation inh inactive, eLon inh 6, MsrA act -2, Rin1-Abl PPI inh -2, MsrA inhibitor 0.7, Tb MetRS inh -0.5, FAS TE block -2, CSN deneddyl inh 8 and MLLE-PAM2 inh 3.
For O=c1c2ccccc2nc(-c2ccccc2)n1-c1ccccn1 the results were Neddylation inh inactive, eLon inh -4, MsrA act 2, Rin1-Abl PPI inh 2, MsrA inhibitor -1.1, Tb MetRS inh -0.2, FAS TE block -6, CSN deneddyl inh 3 and MLLE-PAM2 inh 4.
`CC1([N+](=O)[O-])COP(=O)(Nc2cccc(Br)c2)OC1` (configuration not stated) gave Neddylation inh inactive, eLon inh -6, MsrA act -1, Rin1-Abl PPI inh 0, MsrA inhibitor 0.3, Tb MetRS inh 0.2, FAS TE block -3, CSN deneddyl inh 4 and MLLE-PAM2 inh -7.
N=c1sccn1Cc1ccc(Cl)cc1Cl was read as Neddylation inh inactive, eLon inh -5, MsrA act -1, Rin1-Abl PPI inh 0, MsrA inhibitor -1.3, Tb MetRS inh -0.7, FAS TE block -36, CSN deneddyl inh -1 and MLLE-PAM2 inh 1.
COc1ccc(C(=O)O/N=C(/C(N)=O)P(=O)(OC(C)C)OC(C)C)cc1 was read as Neddylation inh inactive, eLon inh 4, MsrA act -2, Rin1-Abl PPI inh -3, MsrA inhibitor 0.4, Tb MetRS inh -0.2, FAS TE block 0, CSN deneddyl inh -4 and MLLE-PAM2 inh 5.
Screening C[C@H](NC(=O)N1C[C@H]2C[C@@H](C1)c1cccc(=O)n1C2)C(=O)Nc1ccccc1F returned Neddylation inh inactive, eLon inh -4, MsrA act -9, Rin1-Abl PPI inh 2, MsrA inhibitor -0.4, Tb MetRS inh -2.6, FAS TE block -10, CSN deneddyl inh 1 and MLLE-PAM2 inh 6.
For COc1ccc(OCC(=O)N2CCN(Cc3nc4cc([N+](=O)[O-])ccc4n3C)CC2)cc1 the results were Neddylation inh inactive, eLon inh -3, MsrA act -3, Rin1-Abl PPI inh 1, MsrA inhibitor 0.8, Tb MetRS inh 0.0, FAS TE block 11, CSN deneddyl inh -3 and MLLE-PAM2 inh -6.
Cc1ccc(C(=O)C2(C)N(O)C(C)C(c3cccs3)=[N+]2[O-])cc1 (configuration not stated) was read as Neddylation inh inactive, eLon inh -3, MsrA act -5, Rin1-Abl PPI inh 2, MsrA inhibitor 0.2, Tb MetRS inh -1.3, FAS TE block -8, CSN deneddyl inh -4 and MLLE-PAM2 inh -2.
`Cc1nn(Cc2ccccc2Cl)c(C)c1C(=O)OCC(=O)N1CC(C)OC(C)C1` (configuration not stated) gave Neddylation inh inactive, eLon inh 5, MsrA act -3, Rin1-Abl PPI inh -1, MsrA inhibitor -0.6, Tb MetRS inh -0.2, FAS TE block -7, CSN deneddyl inh -6 and MLLE-PAM2 inh 3.
For CN1C(=O)NC(=O)C2(CCCC2)C1=O the results were Neddylation inh inactive, eLon inh -1, MsrA act 4, Rin1-Abl PPI inh -2, MsrA inhibitor -0.8, Tb MetRS inh 0.0, FAS TE block -6, CSN deneddyl inh 3 and MLLE-PAM2 inh -1.
C/C(=N\NC(=O)c1ccncc1)c1c(O)n(Cc2ccccc2)c(=O)[nH]c1=O was read as Neddylation inh inactive, eLon inh -23, MsrA act -3, Rin1-Abl PPI inh -1, MsrA inhibitor 2.5, Tb MetRS inh 1.5, FAS TE block -2, CSN deneddyl inh 3 and MLLE-PAM2 inh -25.
`COc1cccc(C(c2nnnn2-c2c(C)cccc2C)N2CCC(n3c(=O)[nH]c4ccccc43)CC2)c1OC` (configuration not stated) gave Neddylation inh inactive, eLon inh -7, MsrA act -3, Rin1-Abl PPI inh 13, MsrA inhibitor 0.8, Tb MetRS inh -0.7, FAS TE block 82*, CSN deneddyl inh 2 and MLLE-PAM2 inh -1.
C=CCn1c(O)c(/C=C2/C=CC=N2)c(=O)[nH]c1=O was read as Neddylation inh inactive, eLon inh -5, MsrA act -5, Rin1-Abl PPI inh -4, MsrA inhibitor -0.3, Tb MetRS inh -0.8, FAS TE block -13, CSN deneddyl inh 3 and MLLE-PAM2 inh -8.
O=C(CCN1CC=C(c2ccccc2)CC1)NCc1ccccc1 was read as Neddylation inh inactive, eLon inh -3, MsrA act -1, Rin1-Abl PPI inh 0, MsrA inhibitor 0.1, Tb MetRS inh 0.2, FAS TE block -3, CSN deneddyl inh -2 and MLLE-PAM2 inh -11.
For Cc1ccc(-n2cc(CNC(C)Cc3cnccn3)c(-c3cccc(C)c3)n2)cc1 (configuration not stated) the results were Neddylation inh inactive, eLon inh 4, MsrA act -2, Rin1-Abl PPI inh 3, MsrA inhibitor -0.8, Tb MetRS inh -0.2, FAS TE block 8, CSN deneddyl inh -1 and MLLE-PAM2 inh 3.
CC1CN=C(NCc2ccc(F)cc2)S1 (configuration not stated) was read as Neddylation inh inactive, eLon inh 3, MsrA act -2, Rin1-Abl PPI inh 3, MsrA inhibitor 0.5, Tb MetRS inh -0.6, FAS TE block -11, CSN deneddyl inh -1 and MLLE-PAM2 inh -2.
Screening CCOc1ccc(NC(=O)C2C3c4ccccc4C(c4ccccc43)C2C(=O)O)cc1 (configuration not stated) returned Neddylation inh inactive, eLon inh 4, MsrA act -3, Rin1-Abl PPI inh 1, MsrA inhibitor 1.7, Tb MetRS inh -0.3, FAS TE block 0, CSN deneddyl inh 0 and MLLE-PAM2 inh -2.
`Clc1ccc(C(c2ccccc2)c2ncc[nH]2)cc1` (configuration not stated) gave Neddylation inh inactive, eLon inh -8, MsrA act -2, Rin1-Abl PPI inh -1, MsrA inhibitor -0.4, Tb MetRS inh 0.7, FAS TE block -5, CSN deneddyl inh -3 and MLLE-PAM2 inh -2.
N#CC(c1ccccc1)N1CCOCC1 (configuration not stated) was read as Neddylation inh inactive, eLon inh 5, MsrA act -5, Rin1-Abl PPI inh -5, MsrA inhibitor -0.7, Tb MetRS inh -0.9, FAS TE block -7, CSN deneddyl inh -6 and MLLE-PAM2 inh 24.
`O=C1CN(C(=O)CN2CCCCC2)C(c2ccccc2)c2cc(Br)ccc2N1` (configuration not stated) gave Neddylation inh inactive, eLon inh -7, MsrA act -8, Rin1-Abl PPI inh 1, MsrA inhibitor 0.9, Tb MetRS inh -0.8, FAS TE block -4, CSN deneddyl inh 2 and MLLE-PAM2 inh 3.
For CN1C(=O)/C(=C\N2CCc3ccccc32)C(=O)NC1=S the results were Neddylation inh inactive, eLon inh -28, MsrA act -3, Rin1-Abl PPI inh -5, MsrA inhibitor 1.3, Tb MetRS inh 0.1, FAS TE block -6, CSN deneddyl inh -3 and MLLE-PAM2 inh -4.
For NP(=O)(OCCCCc1ccccc1)Oc1ccccc1Cl (configuration not stated) the results were Neddylation inh inactive, eLon inh 2, MsrA act 0, Rin1-Abl PPI inh 0, MsrA inhibitor 0.5, Tb MetRS inh -0.2, FAS TE block 3, CSN deneddyl inh -3 and MLLE-PAM2 inh -2.
For Clc1ccc2c(c1)C(c1ccccc1Cl)=NCc1nnc(N3CCN(CCOc4ccccc4)CC3)n1-2 the results were Neddylation inh inactive, eLon inh -6, MsrA act -2, Rin1-Abl PPI inh -4, MsrA inhibitor 0.8, Tb MetRS inh 0.2, FAS TE block 9, CSN deneddyl inh -1 and MLLE-PAM2 inh 1.
For CN(CCOc1ccc(C=C2C(=O)NC(=O)NC2=O)cc1)c1ccccn1 the results were Neddylation inh inactive, eLon inh -5, MsrA act -2, Rin1-Abl PPI inh 2, MsrA inhibitor 2.5, Tb MetRS inh 0.2, FAS TE block -4, CSN deneddyl inh 4 and MLLE-PAM2 inh 20.
`CCCOc1ccccc1OCC(=O)N1CCN(CC(=O)N2CCOCC2)CC1` gave Neddylation inh inactive, eLon inh -11, MsrA act 0, Rin1-Abl PPI inh 1, MsrA inhibitor 0.9, Tb MetRS inh -0.1, FAS TE block -12, CSN deneddyl inh -3 and MLLE-PAM2 inh 5.
`C[C@@H]1CN([C@@H](C)CO)C(=O)CCCn2nncc2CO[C@@H]1CN(C)C(=O)Oc1ccc2ccccc2c1` gave Neddylation inh inactive, eLon inh 9, MsrA act -3, Rin1-Abl PPI inh 0, MsrA inhibitor 0.3, Tb MetRS inh -0.4, FAS TE block -5, CSN deneddyl inh -1 and MLLE-PAM2 inh 15.
For C[C@@H]1CN([C@@H](C)CO)C(=O)CCCn2nncc2CO[C@@H]1CN(C)C(=O)Oc1cccc2ccccc12 the results were Neddylation inh inactive, eLon inh -5, MsrA act -1, Rin1-Abl PPI inh 0, MsrA inhibitor -1.1, Tb MetRS inh -0.5, FAS TE block -8, CSN deneddyl inh 2 and MLLE-PAM2 inh -6.
For COc1ccccc1OCC#CCN1CCOCC1 the results were Neddylation inh inactive, eLon inh 1, MsrA act -2, Rin1-Abl PPI inh -1, MsrA inhibitor -0.2, Tb MetRS inh -0.4, FAS TE block -4, CSN deneddyl inh 11 and MLLE-PAM2 inh 8.
Screening N#C/C(=C(/O)c1ccc(S(=O)(=O)N(CCCl)CCCl)cc1)c1nc2ccccc2[nH]1 returned eLon inh -2, MsrA act -2, Rin1-Abl PPI inh -3, MsrA inhibitor 0.6, Tb MetRS inh -0.3, FAS TE block -4, CSN deneddyl inh 0 and MLLE-PAM2 inh -6.
`COc1ccc(-n2c(/C=C/c3cccc(F)c3)nc3ccccc3c2=O)c(OC)c1` gave Neddylation inh inactive, eLon inh -6, MsrA act -2, Rin1-Abl PPI inh -2, MsrA inhibitor 0.8, Tb MetRS inh 0.2, FAS TE block 28, CSN deneddyl inh 0 and MLLE-PAM2 inh -2.
For COc1ccccc1CN1CCN(C(=O)Cc2ccccc2)CC1 the results were Neddylation inh inactive, eLon inh -9, MsrA act -4, Rin1-Abl PPI inh -1, MsrA inhibitor 0.6, Tb MetRS inh -0.3, FAS TE block -7, CSN deneddyl inh 0 and MLLE-PAM2 inh -5.

Looked up by structure from above (3):
For CN1C(=O)/C(=C\N2CCc3ccccc32)C(=O)NC1=S the results were Neddylation inh inactive, eLon inh -28, MsrA act -3, Rin1-Abl PPI inh -5, MsrA inhibitor 1.3, Tb MetRS inh 0.1, FAS TE block -6, CSN deneddyl inh -3 and MLLE-PAM2 inh -4.
`COc1ccc(-n2c(/C=C/c3cccc(F)c3)nc3ccccc3c2=O)c(OC)c1` gave Neddylation inh inactive, eLon inh -6, MsrA act -2, Rin1-Abl PPI inh -2, MsrA inhibitor 0.8, Tb MetRS inh 0.2, FAS TE block 28, CSN deneddyl inh 0 and MLLE-PAM2 inh -2.
For COc1ccccc1CN1CCN(C(=O)Cc2ccccc2)CC1 the results were Neddylation inh inactive, eLon inh -9, MsrA act -4, Rin1-Abl PPI inh -1, MsrA inhibitor 0.6, Tb MetRS inh -0.3, FAS TE block -7, CSN deneddyl inh 0 and MLLE-PAM2 inh -5.
